Screening results from PubChem BioAssay.
TAG inh: inhibitors of triacylglycerol accumulation, primary screen, cell-based, uHTS, fluorescence, H9c2; H9c2 cells, Nile Red lipid (TAG) fluorescence; cells loaded with 200 µM oleic acid; actives 0.66% (n = 230,000); inhibition, % at 12.5 µM;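 active = pattern-corrected inhibition of lipid staining of at least 50% with the nuclear-stain viability signal not falling by more than 50%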;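 also: 0% = DMSO wells and 100% = triacsin C control wells; some results filed as inactive read as strong as hits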
TAG inh DAPI viability: second read-out of TAG inh, no call of its own (marks repeat the call); DAPI nuclei signal change (viability), lower = more cytotoxic, %;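 whole-well DAPI fluorescence read on a plate reader as a viability signal; minus 50 percent equals half of cells still viable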
The depositor's hits bear a star. Some of the compounds tested; the hit share may differ from the screen's.

SMILES | TAG inh | TAG inh DAPI viability
COc1cccc(-c2cc(C(F)(F)F)nc(N3CCCCC3)n2)c1 | 1 | 10
COc1ccc(C(F)(F)F)cc1N/C=C/c1nnnn1-c1ccc(C)cc1 | 14 | -2
COCCNC(=O)c1cc(-c2cccs2)on1 | -7 | 8
CN1CCN(C(=O)C(=O)c2cn(CC(=O)N3CCCCCC3)c3ccccc23)CC1 | -8 | 5
C/C(=N\Nc1c([N+](=O)[O-])c(C)nn1C)c1ccc(F)cc1F | -9 | 2
On1nnc2c3ccccc3c3ccccc3c21 | 8 | -7
COc1ccc(Cl)cc1NC(=S)NCc1cccnc1 | 1 | 13
CC(C)Cn1c(N)c(C(=O)COC(=O)c2ccc3c(c2)OCCO3)c(=O)n(C)c1=O | -14 | -5
CCOC(=O)c1c(C)[nH]c(C(=O)OCC(=O)N(CC(C)C)c2c(N)n(Cc3ccccc3)c(=O)[nH]c2=O)c1C | -16 | -18
O=C(Nc1ccc2c(c1)OCO2)Nc1ccccn1 | 11 | -10
CCN1CCN(c2cc(C)c3cc(NC(=O)c4ccc5c(c4)OCO5)ccc3n2)CC1 | 17 | 1
CCNC(=O)C1(C)CCCN(C(=O)c2cc(C)n(C(C)(C)C)n2)C1 (configuration not stated) | 7 | -8
CN(C)c1ccc(-c2nnn(CC(=O)NCc3ccc4c(c3)OCO4)n2)cc1 | 11 | -2
CC(C)Oc1ccc(C(CC(=O)O)NC(=O)CSc2ncn[nH]2)cc1 (configuration not stated) | 18 | -4
CC(Sc1nc(N)cc(N)n1)C(=O)NCC1CCCO1 (configuration not stated) | -7 | -1
O=C1Nc2c(Cl)cc(Cl)cc2C1=O | 4 | -9
CCOc1ccc(S(=O)(=O)NCCC(=O)NCC(c2ccc(OC)cc2)N2CCCC2)cc1 (configuration not stated) | 11 | 4
COc1cccc(CNC(=O)CN(C)S(=O)(=O)c2ccc3c(c2)c(=O)n(C)c(=O)n3C)c1 | 10 | -6
Clc1ccc(CSC2=NCCCN2)cc1Cl | 19 | 11
Cc1cc(C(=O)OCC(=O)N(CC(C)C)c2c(N)n(Cc3ccccc3)c(=O)[nH]c2=O)c(C)o1 | 8 | -8
C=C[C@@H]1c2cc(C)ccc2N(S(=O)(=O)c2ccc(C)cc2)[C@H](c2ccccc2)C1(C#N)C#N | 26 | -10
Cc1c(C(=O)OCC(=O)N2c3ccccc3CC2C)oc2ccccc12 (configuration not stated) | 4 | -11
C=C(C)CSc1nnc2n(N)c(=O)c3ccccc3n12 | 10 | 2
O=C(Nc1ccncc1)c1ccc2c(c1)C(=O)N(C1CCCCC1)C2=O | 5 | 16
CCCNC(=O)Cc1c(C)n(C(=O)c2ccc(Cl)cc2)c2ccc(OC)cc12 | 24 | 6
O=C(NCc1nc2ccccc2[nH]1)C1=C[C@@H](C2CCCCC2)C[C@@H](OCc2ccc(CO)cc2)O1 | -3 | 1
COc1cc(Cl)cc(C(c2c(C(=O)O)[nH]c3ccccc23)c2c(C(=O)O)[nH]c3ccccc23)c1O | -6 | 0
CCc1cc(=O)[nH]c(SCC(=O)N2CCCC2)n1 | 14 | -5
Cc1ccc(S(=O)(=O)N(CC(=O)O)Cc2ccco2)cc1 | 5 | 1
COC(=O)c1cccc(NC(=O)c2ccccc2)c1 | 3 | -3
CSc1ccc(CN(C)CC(=O)Nc2c(F)cccc2F)cc1 | -11 | 7
S=C1NCN(Cc2ccco2)CN1 | 3 | -6
CC(C)(C)c1ccc(CN(Cc2ccccc2)C(c2ccccn2)c2nnnn2C(C)(C)C)cc1 (configuration not stated) | 5 | -1
CCSc1c(C(=O)NC)ccc2c1C(=O)c1ccccc1C2=O | 1 | -3
CCN(CC)C(=O)c1cn(CC)c(=O)c2cc(OC)c(OC)cc12 | 2 | 26
Cc1ccc(N2CC(C(=O)OCc3ccccc3F)CC2=O)cc1 (configuration not stated) | 3 | 10
COc1ccc2oc(C(=O)NC3(C)CCS(=O)(=O)C3)c(C)c2c1 (configuration not stated) | 9 | -2
CC(C)CN(C(=O)CSc1nc2ccccc2o1)c1c(N)n(Cc2ccccc2)c(=O)[nH]c1=O | 0 | -6
c1ccc(-c2nnc(SCc3cn4ccsc4n3)o2)cc1 | 1 | 4
CCOC(=O)c1c(CCl)nc2ccccc2c1C | 5 | -2
Cn1c(=O)c2c(nc(CN3CCc4ccccc4C3)n2Cc2cccc(Cl)c2)n(C)c1=O | 13 | -16
COc1ccc(Nc2oc(-c3ccccc3)nc2C#N)cc1 | 16 | 12
CC(C)(C)C1CCC(=NNC(=S)Nc2cccnc2)CC1 (configuration not stated) | -12 | 2
O=c1nc2s/c(=C\c3ccco3)c(=O)n2nc1Cc1ccccc1 | 5 | -2
CCOC(=O)Nc1ccc(C(=O)NCC2CCCO2)cc1 (configuration not stated) | 18 | -8

Quoted from the listing.
TAG inh DAPI viability, CCOC(=O)Nc1ccc(C(=O)NCC2CCCO2)cc1 (configuration not stated) reads -8
TAG inh DAPI viability, CCOC(=O)c1c(CCl)nc2ccccc2c1C reads -2
TAG inh, CC(C)(C)C1CCC(=NNC(=S)Nc2cccnc2)CC1 (configuration not stated) reads -12
TAG inh, CC(C)CN(C(=O)CSc1nc2ccccc2o1)c1c(N)n(Cc2ccccc2)c(=O)[nH]c1=O reads 0

(next part)
SMILES | TAG inh | TAG inh DAPI viability
O=C(CCC1CCCN(C(=O)c2ccsc2)C1)N1CCN(c2ccccn2)CC1 (configuration not stated) | 3 | -11
COc1ccc(-c2cc(C(=O)NCCN3CCOCC3)c3ccccc3n2)cc1 | 17 | 28
Cc1nc2sc(C(c3cccs3)N3CCOCC3)c(O)n2n1 (configuration not stated) | 7 | 1
CC(C)(C)C(=O)Nc1cc(S(=O)(=O)Nc2ccc(Cl)cc2)ccc1O | -7 | 17
Cc1ccccc1-n1c(=O)c2ccccc2n2c(=O)[nH]nc12 | -6 | 4
N#Cc1ccc(NC(=O)CNc2cc(S(=O)(=O)N3CCOCC3)ccc2NCC2CCCO2)cc1 (configuration not stated) | 3 | -2
Cc1noc(C)c1-c1ccc(C(=O)NCc2ccccc2)c2occc12 | 30 | -8
O=C(N/C(=C\c1cccc([N+](=O)[O-])c1)C(=O)N1CCOCC1)c1cccc(Br)c1 | -10 | -5
O=C(/C=C/c1ccc2ccccc2n1)c1cc(Br)ccc1O | 2 | -5
CC(C)Cc1nnc(NC(=O)CCC(=O)Nc2ccccc2F)s1 | -3 | 5
CCO[C@@H]1OC(C(=O)NC2CC2)=C[C@H](c2c[nH]c3ccccc23)[C@H]1CCCO | -59 | 1
Nc1ccc(CCNc2ncnc3c2ncn3[C@@H]2O[C@H](CO)[C@@H](O)[C@H]2O)cc1 | 5 | 6
CCCC(=O)OCC(=O)NC1CCCc2ccccc21 (configuration not stated) | -14 | 11
COc1ccc(C(=O)N(C)Cc2ccccn2)cc1OC1CCN(C(C)C)CC1 | -2 | 3
CCOc1ccc(C=NNC(=O)c2ccc(-n3cnnn3)cc2)cc1 | 6 | -9
c1ccc(CCn2cccc2)nc1 | 2 | -1
CC1CC(C)CN(C(=O)c2nn(C)c3c2CSc2ccccc2-3)C1 (configuration not stated) | 1 | -2
CCN(CC)S(=O)(=O)c1ccc(C(=O)N2CCc3ccccc32)cc1 | 17 | -10
CCCCn1c(N)c(N(CCC(C)C)C(=O)COC(=O)c2cccnc2OCC)c(=O)[nH]c1=O | -1 | 3
O=C(N[C@@H](Cc1ccccc1)C(=O)NC1CCCCCC1)c1ccco1 | 12 | -2
COc1ccccc1C(=O)NC(=O)COC(=O)CCOc1ccccc1C | -5 | 6
Cc1noc(C)c1S(=O)(=O)Nc1ccccc1OC(F)(F)F | 0 | -5
CC(C)NC(=O)COc1ccc(S(=O)(=O)N(C)Cc2ccccc2)cc1 | -8 | 5
CCOC(=O)NC(=O)c1cn(CCNCCO)c(=O)[nH]c1=O | 9 | -1
N#C/C(=C\c1ccc(OCCN2CCOCC2)cc1)C(=O)Nc1ccccc1F | -7 | 3
CCN(CC)S(=O)(=O)c1cccc(-c2nnc(SCCOc3ccccc3)o2)c1 | 8 | -3
O=C1OCC(c2ccccc2)=C1c1ccc(S(=O)(=O)N2CCOCC2)s1 | 12 | 8
O=C1CN(S(=O)(=O)c2ccc(F)cc2)c2ccccc2N1 | 0 | -7
O=C(/C=C/c1ccc(Cl)cc1)NCCN1CCOCC1 | 9 | -6
Cc1ccc(NC(=O)CN(C)C(=O)C2CSC3(C)CCC(=O)N23)cc1 (configuration not stated) | -18 | 2
Clc1ccccc1Cc1noc(CN2CCSCC2)n1 | -10 | 4
CO/N=C/NC(=O)NOCc1ncc(C(F)(F)F)cc1Cl | 2 | 2
Cc1ccc(NC(=O)CN2C(=O)NC3(CCCc4ccccc43)C2=O)cc1S(=O)(=O)N1CCOCC1 (configuration not stated) | -8 | 8
O=C(NCC(c1ccco1)N1CCc2ccccc2C1)c1cccc(Br)c1 (configuration not stated) | -2 | -4
Cc1ccc(S(=O)(=O)NNC(=S)Nc2ccccc2)cc1 | -4 | 9
O=C1CS/C(=N/N=C/c2ccccc2)N1Cc1ccco1 | 11 | -4
Cn1c(=O)[nH]c(=O)c2c1nc(NCc1ccco1)n2Cc1ccccc1Cl | 2 | -2
COc1cccc(CSc2nnc(-c3ccncc3)n2C)c1 | 3 | 1
O=C(COC(=O)c1c(F)cccc1Cl)NC1CCCCC1 | -16 | 2
CCOC(=O)c1c(C)[nH]c(C)c1C(=O)COc1ccc(NC(=O)c2ccco2)cc1 | 2 | -4
Cc1ccc2nc(CSc3nnc(-c4ccco4)o3)cc(=O)n2c1 | -14 | 15
CNC(=O)[C@@]1(C)C=C[C@@H](Cc2ccccc2)N1C(=O)OC | 2 | 3
COc1ccc(NC(=O)CC(C)CC(=O)NCc2ccccc2)c(OC)c1 (configuration not stated) | -9 | -7
CC1CCN(C(=O)CSc2nnc(-c3ccco3)o2)CC1 | 2 | -2
Cc1cc(C)c(C#N)c(SCC(=O)N2CCN(Cc3ccccc3)CC2)n1 | 24 | -7
Cc1ccc(Cc2c(-c3ccc(C#N)cc3)nc3ccc(Br)cn23)cc1 | 1 | -9
N#CCOc1ccccc1/C=N/n1nnnc1N | 6 | 1
Cc1ccc(S(=O)(=O)N2CCN(c3ncnc4scc(-c5ccc(F)cc5)c34)CC2)cc1 | 10 | 7
CCOc1ccc(N2C(=O)CCC2=O)cc1 | -21 | -5
CCC1CCCCN1CCCNC(=O)c1cc2c(Cl)nc3ccccc3c2s1 (configuration not stated) | 29 | 13
COc1ccc(/C=N/Nc2nc(N)cc(Cl)n2)cc1OC | 8 | 0
Cc1[nH]c(=S)[nH]c(=O)c1CCCO | 10 | -5
COc1ccc(N=C2SC(C(=O)Nc3ccc(F)cc3)CC(=O)N2C)cc1 (configuration not stated) | -11 | -3
CN(C)CCC(=O)c1ccc(F)cc1 | 3 | 2
COC(=O)c1ccccc1NC(=O)CN(C1CCCCC1)S(C)(=O)=O | 20 | -5
COc1ccc(N2CCN(C(=O)CCCC(=O)c3ccccc3)CC2)cc1 | -25 | -4
CC(C)N1CCC(N2CCN(Cc3ccc(-c4ccccc4Cl)o3)CC2CCO)CC1 (configuration not stated) | 20 | 9
c1ccc2c(c1)oc1c(N3CCN(Cc4ccc5c(c4)OCO5)CC3)ncnc12 | -21 | 3
O=C(CN1CCCc2ccccc21)Nc1cc(S(=O)(=O)N2CCCC2)ccc1Cl | -2 | -2
CC(=O)c1cccc(-c2ccnc3c2CC(C(=O)NCc2ccncc2)O3)c1 (configuration not stated) | 34 | -20

(next part)
SMILES | TAG inh | TAG inh DAPI viability
CCOC(=O)N1CCN(S(=O)(=O)CCNC(=O)c2ccccc2)CC1 | 4 | 1
Oc1ccccc1CN(Cc1ccco1)CC(O)COCc1ccc(Cl)cc1 (configuration not stated) | -35 | 12
COc1ccccc1-n1c(SCC(=O)Nc2ccc3c(c2)OCO3)nc2c(c1=O)SCC2 | 30 | 2
COc1ccc(C(=O)NCc2nnc(SCC(=O)NO)n2Cc2ccccc2)cc1 | 5 | 7
CCc1cc(C(=O)c2ccc(OC)cc2)c(NC(=O)CN2CCCCC2)s1 | -18 | 12
COC(=O)/C=C1\SC(=NC(=O)c2ccc(-c3ccccc3)cc2)NC1=O | 3 | 2
O=C(Nc1nncs1)c1cc2c(s1)CCC2 | -13 | 0
CC(=O)c1cccc(NC(=O)C(=O)c2cn(CC(=O)N3CCCCC3)c3ccccc23)c1 | 1 | -2
CCOc1ccccc1NC(=O)CCS(=O)(=O)c1cccc2nonc12 | -6 | 4
Cc1cc(-c2nn(-c3ccccc3F)cc2CN(C)CC(O)CO)c(C)s1 (configuration not stated) | 2 | 12
O=C(CCC(=O)c1cccs1)NC1CCCCCC1 | -10 | 10
CN(C)S(=O)(=O)N1CCC(Oc2cccc(C(=O)NCCC3=CCCCC3)c2)CC1 | -6 | 8
COc1cc(/C=C(\CC(=O)O)c2nc3ccccc3s2)ccc1OCC(=O)Nc1ccccc1F | 1 | -1

Compound profiles (already shown). Values in the order: TAG inh	TAG inh DAPI viability
Shown for Cc1ccc(NC(=O)CN2C(=O)NC3(CCCc4ccccc43)C2=O)cc1S(=O)(=O)N1CCOCC1 (configuration not stated) : -8	8
Shown for Cc1ccc(S(=O)(=O)N2CCN(c3ncnc4scc(-c5ccc(F)cc5)c34)CC2)cc1 : 10	7
Shown for Cc1cc(-c2nn(-c3ccccc3F)cc2CN(C)CC(O)CO)c(C)s1 (configuration not stated) : 2	12
Shown for CC(C)Cc1nnc(NC(=O)CCC(=O)Nc2ccccc2F)s1 : -3	5
Shown for CC(C)N1CCC(N2CCN(Cc3ccc(-c4ccccc4Cl)o3)CC2CCO)CC1 (configuration not stated) : 20	9

Some of the entries above, set out differently.
> CCOC(=O)Nc1ccc(C(=O)NCC2CCCO2)cc1 (configuration not stated)
  TAG inh: 18
  TAG inh DAPI viability: -8
> Clc1ccc(CSC2=NCCCN2)cc1Cl
  TAG inh: 19
  TAG inh DAPI viability: 11
